# West Nile antiviral = West Nile virus antiviral activity, cell-based, CPE readout (AID 1621); West Nile virus-infected cells, CPE inhibition; higher % means a stronger effect; one-dose CPE inhibition, % at 10 µM; IC50 in µM for titrated hits; 290,000 compounds, 0.02% hits; in the data active = a potency from the dose series; inconclusive = CPE inhibition mostly from about 3.7% at the one dose, without a potency; inactive = the rest, 99 in 100 with CPE inhibition below about 2.2%; note: strong numbers were not always called active
# Insulin prom up = insulin promoter activators in MIN6 cells, imaging, high-content screening, mouse beta cells. MIN6 insulin promoter-GFP reporter; active compounds read high. z-score at 5 µM. 190,000 compounds, 0.3% hits;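 active = z-score above 3 at 5 µM with at least 500 cells counted in the well; inconclusive = wells under 500 cells, flagged as cytotoxic or low count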
# Salmonella PhoP GFP = inhibitors of PhoP regulon expression, primary screen, Salmonella Typhimurium, GFP reporter (AID 1863) | S. Typhimurium PhoP-regulated promoter GFP reporter, 4 h; higher % means a stronger effect | inhibition, % at 50 µM; hits with a dose series show IC50 in µM | 300,000 compounds, 0.16% hits;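 active = inhibition over 29.93%, a cutoff 3 SD above the screen mean, later confirmed by dose response; inconclusive = inhibition over 29.93% but no dose response follow-up; inactive = inhibition at most 29.93% or unconfirmed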;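 note: 0% = low Mg2+ inducing control and 100% = high Mg2+ repressing control; strong numbers were not always called active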
# TNAP activators = human TNAP enzyme activators, primary screen, biochemical, luminescent, no phosphate acceptor, uHTS (AID 1001) | Alkaline phosphatase, tissue-nonspecific isozyme (Homo sapiens) | purified TNAP, luminescent activation assay, no phosphate acceptor; higher activation fold means a stronger effect | one-dose activation fold at 20 µM; EC50 in µM for titrated hits | 200,000 compounds, 0.03% hits; in the data active = activation fold from about 3, or a potency from the dose series; inactive = the rest, 99 in 100 with activation fold below about 1.6; note: many of its hits are not listed in these tables
# human PMI inhibitors = human PMI inhibitors, high substrate, primary screen, biochemical, fluorescence intensity, high mannose 6-phosphate (AID 1220); Mannose-6-phosphate isomerase (Homo sapiens); recombinant PMI enzyme, coupled fluorescence intensity; higher % means a stronger effect; one-dose inhibition, % at 20 µM; IC50 in µM for titrated hits; 190,000 compounds, 0.66% hits
# ER stress rescue = rescue of cells from ER stress-induced death, primary screen, 384-well, CSM14.1, thapsigargin, ATP luminescence (AID 1222) | CSM14.1 thapsigargin-induced death rescue, ATP luminescence; higher % means a stronger effect | cellular ATP content (survival), % at 20 µM, or EC50 in µM where a hit was titrated | 190,000 tested, under 10 active;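 active = EC50 below 50 µM in the dose-response confirmation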;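 note: death triggered by thapsigargin at about 15 µM added after 2 h compound pretreatment; cell ATP read after overnight thapsigargin exposure of roughly 18 to 22 hours; normalized against plate controls of thapsigargin alone and 5% DMSO vehicle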
# PMI inhibitors = inhibitors of human PMI, primary screen, biochemical, fluorescence intensity, coupled assay (AID 1209); Mannose-6-phosphate isomerase (Homo sapiens); purified PMI enzyme, coupled fluorescence intensity; higher % means a stronger effect; inhibition, % at 20 µM, or IC50 in µM where a hit was titrated; 190,000 compounds, 0.42% hits;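 note: plate controls were DMSO vehicle for no effect and wells lacking substrate for full effect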
# SV40 large T antigen = SV40 large T antigen inhibitors, biochemical (AID 1903) | SV40 large T antigen ATPase/helicase inhibition assay; higher % means a stronger effect | inhibition, % at 20 µM, or IC50 in µM where a hit was titrated | 310,000 compounds, 0.39% hits; in the data active = a potency from the dose series; inconclusive = inhibition mostly from about 32% at the one dose, without a potency; inactive = the rest, 99 in 100 with inhibition below about 32%; note: strong numbers were not always called active
# RSV antiviral HEp-2 = RSV antiviral activity via CPE protection, HEp-2 cells, primary 10 µM value included (AID 2391); 310,000 compounds, 0.13% hits; HEp-2 cells, RSV-induced CPE inhibition; higher % means a stronger effect; one-dose CPE inhibition, % at 10 µM; IC50 in µM for titrated hits; in the data active = a potency from the dose series; inconclusive = CPE inhibition mostly from about 23% at the one dose, without a potency; inactive = the rest, 99 in 100 with CPE inhibition below about 21%; note: strong numbers were not always called active
# Insulin prom up cell count = recorded beside Insulin prom up, whose call it bears; cell count; measured here: cytotoxicity, nuclei count;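 total cells summed across four imaged fields per well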
# * marks the source's active call; other numbers are inactive results; ? = inconclusive; · = no result given. Cut-off read from the data, not from the text of the source, unless noted: active = inhibition above about 50%; inactive = the rest.
SMILES,West Nile antiviral,Insulin prom up,Insulin prom up cell count,Salmonella PhoP GFP,TNAP activators,human PMI inhibitors,ER stress rescue,PMI inhibitors,SV40 large T antigen,RSV antiviral HEp-2
Cc1ccc(N=C(NO)c2nonc2N)c(C)c1,-0.9%,0.34,1140,20%,1,0%,-0.7%,2%,4%,1.5%
COCCN(C(=O)CSc1nc2ccccc2c(=O)n1C(C)COC)c1c(N)n(Cc2ccccc2)c(=O)[nH]c1=O (centres undefined),0.6%,0.66,1247,-5%,1.1,-8%,-10%,-10%,21%,-0.2%
CCc1cc2c(=O)c(-c3cnn(-c4ccccc4)c3)c(C)oc2cc1OCC(=O)Nc1cccc(C)c1,-0.5%,-0.43,1288,4%,1,-11%,-2.3%,3%,-2%,2.1%
CCOC(=O)/C(C#N)=C/c1c(N2CCN(CC)CC2)nc2c(C)cccn2c1=O,0.5%,·,·,-2%,·,·,·,·,11%,1.5%
COc1cccc2c(=O)cc(C)n(CC(=O)Nc3ccc(Br)cc3)c12,-0.4%,-1.2,1379,-8%,·,·,·,·,4%,·
COc1ccc(C(=O)Nc2ccc(C3CC3(Cl)Cl)cc2)cc1 (centres undefined),-1.4%,0.21,1361,4%,1.1,-9%,-0.6%,-8%,10%,14%
Cc1nc2c(ncn2-c2ccccc2)c(=O)n1NC(=O)CN1CCN(C)CC1,1.2%,0.91,851,5%,·,·,·,·,7%,0.0%
Cn1nc(C(=O)NCc2ccccc2Cl)c2c1-c1ccccc1S(=O)(=O)C2,0.4%,·,·,0%,·,·,·,·,5%,1.8%
COc1ccc(C2C3=C(CCCC3=O)N(CC(=O)O)C3=C2C(=O)CCC3)cc1Cl,1.0%,·,·,2%,·,·,·,·,12%,0.5%
CC(C)C[C@H](NC(=O)N1CCn2c1nc1ccccc12)C(=O)N[C@@H](Cc1ccccc1)C(=O)O,-0.3%,·,·,3%,·,·,·,·,10%,0.9%
O=C(c1cnccn1)N1CCN(S(=O)(=O)c2ccc3ccccc3c2)CC1,-0.4%,0.23,878,11%,1.1,-2%,-3.4%,-1%,1%,1.9%
CCN(CC)CCNc1cc(C)c(C#N)c2nc3ccccc3n12,-0.7%,·,·,10%,·,·,·,·,1%,-0.2%
O=C(CSc1ccc2c(c1)OCCO2)NCc1ccccc1,-0.1%,-0.97,1282,-4%,1.1,3%,-1.9%,3%,4%,1.7%
C=CCn1c(SCc2ccc(C(=O)OC)cc2)nnc1-c1sc(N)nc1C,-0.9%,0.18,1103,2%,1,-19%,-1.8%,-20%,-2%,0.1%
CCOCCCNC(=O)C1CC(=O)N(CCc2ccccc2)C1 (centres undefined),0.5%,·,·,3%,·,·,·,·,5%,2.6%
O=C(Nc1ccccc1F)c1cc(S(=O)(=O)N2CCCCC2)cs1,0.3%,-0.33,1195,7%,1.1,12%,-0.5%,11%,14%,0.9%
COc1ccc(CCNC(=O)C2CCN(S(=O)(=O)c3ccc(OC)cc3)CC2)cc1,-0.8%,·,·,14%,·,·,·,·,3%,0.8%
CCN(CC)CCN1C(=O)c2ccccc2NC1c1cccc(F)c1 (centres undefined),-0.8%,-0.24,1260,-2%,1.1,-1%,-0.8%,-5%,-2%,0.2%
C/C(=N\NC(=O)CCc1ccccc1)C1C(=O)c2ccccc2C1=O,-2.0%,·,·,-13%,1,·,0.1%,·,27%,-0.6%
Cc1cc(C)cc(NC(=O)C(Sc2nnc(C)c(=O)[nH]2)c2ccccc2)c1 (centres undefined),0.5%,0.33,1115,-5%,·,·,·,·,7%,1.8%
C=CCn1c(=O)c2ccc(C(=O)NCc3ccccc3)cc2n(Cc2ccccc2Cl)c1=O,-0.1%,-0.21,1462,-10%,1.1,-12%,1.8%,-6%,8%,4.6%
Cc1ccccc1NC(=O)Cn1nnc(-c2ccc(CN3CCC(C)CC3)cc2)n1,?,-0.56,1028,·,·,·,·,·,11%,-2.2%
O=C(Nc1cccc(-n2cccn2)c1)C1CCCN(Cc2cccc(F)c2F)C1 (centres undefined),0.3%,·,·,2%,·,·,·,·,6%,2.7%
CN(C)C(=O)c1ccc(=O)n(Cc2ccc(Cl)cc2Cl)c1,-0.3%,·,·,-4%,·,·,·,·,9%,0.3%
O=C(CCc1ccc(S(=O)(=O)NCc2ccccc2)cc1)NCc1ccco1,-0.6%,-0.08,1196,-8%,1,8%,-1.5%,7%,10%,0.6%
# Additional compounds follow:
SMILES,West Nile antiviral,Insulin prom up,Insulin prom up cell count,Salmonella PhoP GFP,TNAP activators,human PMI inhibitors,ER stress rescue,PMI inhibitors,SV40 large T antigen,RSV antiviral HEp-2
FC(F)(F)c1cccc(NC(=S)N2CCCCCC2)c1,-0.9%,0.68,1532,11%,1.1,-8%,-1.8%,-7%,10%,-0.7%
COc1ccc(CN=C(NS(=O)(=O)c2cccs2)SC)cc1,-1.4%,0.98,1369,4%,1.1,44%,-1.4%,12%,-2%,7.8%
O=C(Cc1ccccc1[N+](=O)[O-])NCc1ccc(Cl)cc1,0.0%,-0.11,1264,7%,1.1,-11%,-0.8%,-14%,6%,0.7%
CN1CCN(c2ccc(NC(=O)c3ccc(C(F)(F)F)cc3)cn2)CC1,0.0%,-0.37,1289,-3%,1.1,-8%,·,-9%,11%,-0.7%
Cc1ccc(CNC(=O)C(OC(=O)c2cccs2)C(C)C)cc1 (centres undefined),-0.4%,·,·,2%,·,·,·,·,3%,0.8%
CCc1ccc(NC(=O)N(CCOC)C2CCN(C(C)=O)CC2)cc1,-0.2%,-0.8,1009,8%,1,-5%,0.0%,7%,6%,·
COc1ccc(NC(=O)CSc2nnc(CNC(=O)c3ccco3)n2-c2ccccc2OC)cc1,·,·,·,13%,1,8%,-1.3%,0%,12%,0.9%
Cc1ccnc(NC(=O)Nc2cccc(F)c2)c1,-0.2%,-1.4,798,8%,1.1,-4%,-1.7%,-1%,-9%,0.6%
Nc1c(C(=O)NCc2ccco2)nnn1Cc1ccccc1,-0.7%,-1.5,1350,-3%,1.1,-5%,-2.2%,4%,30%,1.2%
CCOC(=O)N1CCC2(CC1)C(C#N)=C(N)OC1=C2C(=O)CC(C)(C)C1,0.5%,0.01,1569,5%,1.1,1%,0.4%,0%,15%,0.8%
CCC(C)(C)n1nnnc1C(c1ccc(C)cc1)N1CCSCC1 (centres undefined),0.0%,-0.55,1169,-4%,1,-1%,-2.9%,-7%,0%,0.0%
Cn1c(COc2nnc(-c3ccc(Cl)cc3)c3ccccc23)nc2ccccc21,·,0.17,1242,-1%,1.1,1%,-1.5%,4%,7%,5.5%
CCN(CC)CCCNC(=S)N1CCN(c2nc3ccccc3n2CC)CC1,0.1%,·,·,2%,·,·,·,·,7%,-0.8%
COc1ccc(F)cc1S(=O)(=O)NCC1CCCO1 (centres undefined),-0.4%,·,·,8%,·,·,·,·,8%,-0.9%
O=C(c1ccccc1)c1cccn1CC(=O)N1CCN(c2ccccc2)CC1,-0.2%,-0.49,1548,6%,1.1,6%,-1.2%,6%,1%,-0.8%
COc1ccc(C(C(=O)NC2CCCC2)N(C(=O)c2snc(C(N)=O)c2N)c2ccccc2OC)cc1OC (centres undefined),-0.2%,·,·,-3%,·,·,·,·,12%,18%
O=[N+]([O-])c1ccc2[nH]ncc2c1,0.0%,-0.21,1277,0%,1.1,5%,-1.5%,-8%,8%,1.9%
CC1(C)Cc2c(ccc3ccccc23)C2=C(C(=O)N3CCCC3)C(=O)C(=O)N21,-1.1%,-0.01,1200,5%,1,56%*,-0.2%,12%,7%,·
CCCCCSc1nc2c(c(=O)[nH]c(=O)n2C)n1C(C)C,-0.5%,-0.65,1525,4%,1.1,12%,·,5%,0%,2.4%
CCOC(=O)C(=O)c1c(-c2ccccc2)nc2ccccn12,0.8%,0,1199,-5%,1.1,-10%,-1.3%,-13%,1%,1.2%
CCC(=O)N/N=C(\C)CC(=O)Nc1cccc([N+](=O)[O-])c1,-0.5%,0.24,1350,1%,1.1,1%,-2.8%,-9%,14%,1.9%
COc1ccc(OC)c(S(=O)(=O)N2CCCCC2C(=O)N2CCN(c3ccccn3)CC2)c1 (centres undefined),0.0%,0.2,1322,-1%,1.1,12%,3.9%,8%,13%,-0.1%
C/C(=N\NC(=O)COc1ccccc1)c1ccc(O)cc1,1.5%,1.6,1456,2%,1,5%,-1.5%,5%,29%,-2.5%
CCN1CCN(C(=O)c2cc(S(=O)(=O)N3CCCCC3)ccc2Cl)CC1,-0.1%,·,·,-3%,·,·,·,·,22%,0.0%
CCCCc1c(O)nc2sccn2c1=O,-0.2%,1.5,905,-21%,1.1,-9%,-2.2%,-8%,-4%,1.1%
# (list continues)
SMILES,West Nile antiviral,Insulin prom up,Insulin prom up cell count,Salmonella PhoP GFP,TNAP activators,human PMI inhibitors,ER stress rescue,PMI inhibitors,SV40 large T antigen,RSV antiviral HEp-2
N#CC1=C(N)Oc2ccc3ccc(O)cc3c2C1c1cccnc1 (centres undefined),0.6%,-0.92,1483,-6%,1.1,15%,0.4%,4%,6%,0.8%
COCc1ccc(C(=O)N(C)CC2CCCN(CCc3ccccc3F)C2)o1 (centres undefined),0.0%,·,·,-4%,·,·,·,·,12%,-0.5%
Cc1ccc(OCC(=O)NC(C)c2ccccc2)cc1C (centres undefined),0.0%,·,·,-2%,·,·,·,·,7%,2.9%
Cc1cc(C)cc(NC(=O)CCn2cnc3cc(C)c(C)cc32)c1,-0.2%,-1.2,1334,3%,1.1,-2%,0.1%,0%,1%,5.5%
CCN1CCN(c2nc(Nc3ccccc3)nc(N)c2[N+](=O)[O-])CC1,0.4%,0.02,2328,0%,1,3%,-5.0%,20%,0%,0.1%
CCN(CC)CCN(C(=O)c1ccc2c(c1)CCCC2)c1nc2c(C)cccc2s1,1.8%,·,·,-1%,·,·,·,·,3%,2.4%
COc1ccccc1-n1cnnc1SCC(=O)N1CCN(S(=O)(=O)c2ccccc2)CC1,0.2%,-0.6,1329,0%,1.1,5%,-1.5%,-13%,0%,2.1%
CCCOc1ccc(-c2nc(C#N)c(NCC3CCCO3)o2)cc1 (centres undefined),-0.9%,-0.88,977,0%,1.1,0%,0.5%,6%,3%,4.6%
CC1=CC(C)[C@H](/C=N/n2c(=O)[nH]c3c([nH]c4ccc(Br)cc43)c2=O)C(C)C1 (some centres undefined),-0.1%,·,·,-9%,1.1,8%,-0.4%,-3%,7%,4.4%
Cc1ccc(CNC(=O)CCS(=O)(=O)c2ccc(Cl)cc2)cc1,-0.3%,0.37,1487,-7%,1,10%,0.1%,15%,3%,1.1%
Cc1cc(C)n(C(=O)CSc2nc3ccccc3o2)n1,-0.7%,0.08,1773,-11%,1,-14%,-2.2%,-10%,-4%,0.6%
Cc1nc2ccc(NC(=O)N3CCN(c4ccccn4)CC3)cc2s1,-0.2%,-0.68,1259,1%,1.1,1%,-2.0%,3%,10%,1.2%

# Assay outcomes: PubChem BioAssay, several laboratories

# Rows are unselected (roughly 1.5% active in at least one column).
